SR-BI uptake up = SR-BI HDL lipid transfer activation | CHO ldlA[mSR-BI] cells, DiI-HDL uptake fluorescence, 3 h; 100 = double the neutral-control signal | activation, % at 12.5 µM | hit rate 0.096% among 320,000 | AID 504775;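 active = mean replicate activation of at least 60% and every replicate at or above 60%; inconclusive = mean or all-replicate condition met, but not both; inactive = mean below 60% and not all replicates reaching 60%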;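 note: 0% = median plate neutral-control signal and 100% = twice that signal; values of inactives mirror those of a sister screen read the other way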
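Test system: SR-BI-overexpressing, LDLR-lacking CHO cells; Also added: labelled HDL, 10 µg/mL; Measured by: bottom-read cell fluorescence after medium removal, ex 550/em 595 nm; Timing: 3 h uptake period with compound, 37 °C; Buffer or medium: F12, 0.5% BSA, 25 mM HEPES; Doses: single compound concentration, delivered by pin transfer.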
LANA DNA inh = inhibitors of KSHV LANA C-terminal domain DNA binding. MBP-C-LANA/FAM-LBS DNA binding, fluorescence polarization. inhibition, % at 9 µM. hit rate 0.078% among 340,000. AID 504423;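 active = highest replicate inhibition at or above 60% at 9 µM, even if other replicates fall short; inactive = all replicates below 60% inhibition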;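 note: 0% = neutral control wells and 100% = 4 µM acridine orange control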
PKA-R2B activ = activators of human PKA-R2B complex. P22694+P31323. PKA-R2B holoenzyme dissociation, Cy5-IP20 fluorescence polarization; R2B truncated from residue 108, S112A mutant; 0% DMSO only, 100% 113 µM cGMP. activation, % at 11.4 µM. hit rate 0.079% among 340,000. AID 504700;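 active = activation above a cutoff set at the mean over all compounds plus 3 SD, cut at about 18% in these data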;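 note: higher means more holoenzyme dissociation and a rise in polarization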
Target sequence (P31323 whole entry, looked up, other chains not shown, the tested form may be a part): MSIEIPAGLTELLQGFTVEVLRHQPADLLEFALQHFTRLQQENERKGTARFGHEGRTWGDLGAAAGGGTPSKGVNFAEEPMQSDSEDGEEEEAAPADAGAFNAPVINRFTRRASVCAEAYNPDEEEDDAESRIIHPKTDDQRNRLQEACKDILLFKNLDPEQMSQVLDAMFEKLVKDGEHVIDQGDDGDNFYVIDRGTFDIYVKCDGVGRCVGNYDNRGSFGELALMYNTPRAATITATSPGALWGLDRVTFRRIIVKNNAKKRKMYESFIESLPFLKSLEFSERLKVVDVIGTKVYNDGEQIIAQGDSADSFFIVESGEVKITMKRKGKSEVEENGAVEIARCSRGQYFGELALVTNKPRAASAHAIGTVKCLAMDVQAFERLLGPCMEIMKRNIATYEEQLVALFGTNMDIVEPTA
SR-BI DiI inh = blocks mouse SR-BI lipid uptake from DiI-HDL | Q61009 | ldlA[mSR-BI] CHO cells, DiI-HDL uptake fluorescence, 3 h | inhibition, % at 12.5 µM | hit rate 0.96% among 320,000;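 active = mean replicate inhibition of at least 70% and a set share of replicates each scoring 70 or more; inconclusive = meets just one of the two criteria; inactive = fails both criteria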;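 note: 0% = median of neutral control wells and 100% = median of positive control wells; values of inactives mirror those of a sister screen read the other way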
Arrestin-AP2 inh = inhibitors of human beta-arrestin and AP2 interaction; AID 504490; hit rate 0.31% among 340,000; FITC-arrestin peptide / GST-AP2 beads, flow cytometry; AP2 beta2 appendage carries R879A mutation; inhibition, % at 10 µM;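 active = inhibition above a set limit, near 3 SD of compounds lacking own fluorescence, cut at about 54% in these data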;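 note: plate controls were DMSO wells for no effect and 5 µM unlabelled arrestin peptide for full effect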
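Material – GST-tagged AP2 beta2-adaptin appendage (R879A) on 4 µm glutathione beads · Probe or stimulus – fluorescein-tagged arrestin peptide at 50 nM final · Timing – 12 min plus 1 h, RT · Detection – bead flow cytometry, FITC channel · Read-out basis – inhibition as reduced fluorescein signal on beads, percent · Medium – PBS plus Tween 20 (0.05%) and BSA (0.1%)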
DAGLB inh = blocks human DAGLB lipase activity | Q8NCG7 | HEK293T DAGLB membrane lysate, EnzChek fluorogenic substrate | inhibition, % at 5.17 µM | hit rate 0.059% among 340,000; in the data active = inhibition above about 34%;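 note: 0% = enzyme with vehicle and 100% = wells lacking enzyme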
Target sequence (Q8NCG7 whole entry, looked up): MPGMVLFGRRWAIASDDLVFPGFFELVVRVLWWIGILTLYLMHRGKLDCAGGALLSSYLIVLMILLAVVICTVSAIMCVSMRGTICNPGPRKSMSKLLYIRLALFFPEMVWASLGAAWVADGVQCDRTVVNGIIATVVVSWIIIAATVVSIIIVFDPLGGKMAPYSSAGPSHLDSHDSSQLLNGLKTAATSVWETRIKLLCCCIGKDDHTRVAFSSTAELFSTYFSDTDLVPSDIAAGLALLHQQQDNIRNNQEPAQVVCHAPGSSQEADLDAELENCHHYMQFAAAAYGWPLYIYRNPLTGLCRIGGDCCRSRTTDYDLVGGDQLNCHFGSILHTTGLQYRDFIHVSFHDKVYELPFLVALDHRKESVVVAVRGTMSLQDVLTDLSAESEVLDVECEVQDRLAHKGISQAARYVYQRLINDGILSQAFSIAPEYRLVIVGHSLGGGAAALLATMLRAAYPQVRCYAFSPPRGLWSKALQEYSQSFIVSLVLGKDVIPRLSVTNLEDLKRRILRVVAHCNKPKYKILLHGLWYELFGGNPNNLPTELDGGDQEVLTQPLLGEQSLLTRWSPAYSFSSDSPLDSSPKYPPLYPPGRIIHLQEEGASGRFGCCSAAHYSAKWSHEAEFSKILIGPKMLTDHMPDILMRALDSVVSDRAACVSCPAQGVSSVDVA
Cardiac RTF inh = cardiac RTF calcium desensitization; IANBD-labeled cardiac RTF, Ca2+ fluorescence; inhibition, % at 7.15 µM; hit rate 0.12% among 340,000; AID 493244;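 active = inhibition above the mean inhibition of all tested compounds plus 3 SD, cut at about 17% in these data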;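 note: assay run at fixed EC70 calcium of 1.6 mM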
PvdQ inh = blocks Pseudomonas aeruginosa PvdQ acylase activity | purified PvdQ acylase, fluorescence plate reader | inhibition, % at 10 µM | hit rate 0.063% among 340,000; in the data active = inhibition above about 30%, passing the limit was not always enough; inconclusive = no clear call, values can overlap the other calls;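 note: 0% = vehicle neutral wells and 100% = reference inhibitor wells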
Keap1 Nrf2 FP = Keap1-Nrf2 (human) interaction inhibition; inhibition, % at 9.4 µM; Keap1 Kelch-Nrf2 peptide fluorescence polarization, 1536-well; hit rate 0.15% among 340,000; AID 504523; Q14145; in the data active = inhibition above about 12%; inconclusive = no clear call, values can overlap the other calls; inactive = below about 7.3%;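 note: human Keap1 Kelch domain with fluorescein labeled Nrf2 9mer peptide probe; 0% = neutral control wells and 100% = peptide positive control; higher means more block of Keap1 binding to Nrf2 peptide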
NSD2 inh = blocks human histone methyltransferase NSD2. O96028. NSD2 peptide methylation, AlphaScreen, 120 min. inhibition, % at 12.5 µM. hit rate 0.54% among 310,000. AID 743445; in the data active = inhibition above about 50%
Active calls of the source: *; ? = inconclusive; nt = no result given.

SMILES | SR-BI uptake up | LANA DNA inh | PKA-R2B activ | SR-BI DiI inh | Arrestin-AP2 inh | DAGLB inh | Cardiac RTF inh | PvdQ inh | Keap1 Nrf2 FP | NSD2 inh
Cc1cc(C)c(S(=O)(=O)N(C)CC(N)=O)c(C)c1 | 39 | -0.1 | -5 | -39 | 31 | 5 | -1 | 3 | 0 | -4
CC(=O)Oc1ccc(/C=C(\NC(=O)c2ccco2)C(=O)Nc2ccc(C(C)=O)cc2)cc1 | -6 | -0.2 | -2 | 6 | -4 | 1 | 3 | -10 | -2 | -3
O=C(COC(=O)c1cccnc1Cl)NCc1cccs1 | 3 | -0.7 | -2 | -3 | -7 | 0 | 3 | -9 | -4 | -2
COc1ccc(-c2cnn3c(N)c(S(=O)(=O)C(C)(C)C)cnc23)cc1 | -12 | -0.8 | -16 | 12 | 6 | -1 | -6 | 2 | 4 | 0
Cc1ccc(NC(=O)c2cccc(NC(=O)/C=C/c3ccco3)c2)cc1C | -49 | 0.1 | -9 | 49 | -1 | 2 | -5 | 16 | 3 | -3
Cn1c(SCC(=O)N2CCc3ccccc32)nc2cccnc21 | -1 | -0.4 | -4 | 1 | 1 | 0 | -4 | -14 | -5 | 5
Cc1ccc(-n2c(Cc3cccn3C)nnc2SCC(=O)Nc2nnc(C)s2)cc1 | 32 | 0.1 | -6 | -32 | 4 | 1 | -12 | -17 | -3 | 2
Cc1ccc(C)c(OCc2cc(C(=O)N3CCc4sccc4C3)no2)c1 | -12 | 0.5 | -3 | 12 | 40 | -3 | -10 | -4 | 2 | -4
Cc1ccc(Sc2c(C)nn(C(=O)C3CC3)c2C)cc1 | 27 | -0.2 | -3 | -27 | 20 | -7 | 10 | 11 | 3 | -3
CC(=O)c1c(N(C)C)ccnc1C(F)(F)F | 0 | -0.8 | -7 | 0 | 3 | 0 | -3 | -8 | 2 | -8
Cc1cc(C)nc(Sc2nc(Nc3ccccc3)nc(Sc3nc(C)cc(C)n3)n2)n1 | 4 | -0.7 | -4 | -4 | 25 | 1 | -8 | -14 | 4 | 1
Fc1ccccc1/C=N/Nc1ncnc2ccccc12 | -40 | -0.2 | 2 | 40 | 0 | -2 | 2 | -10 | 0 | -1
O=C(CCC1CCCN(C(=O)Cn2cnnn2)C1)NCc1ccccc1F (configuration not stated) | 14 | 0.5 | -8 | -14 | -17 | 0 | -10 | -19 | -1 | -1
O=C(CCC(=O)c1cccs1)NC1CCCCCC1 | 2 | 0.1 | 5 | -2 | 4 | 0 | -11 | -9 | 0 | -3
Cn1nc(C(=O)OCC(=O)NC2CCS(=O)(=O)C2)c2ccccc2c1=O (configuration not stated) | 7 | -0.5 | 1 | -7 | 21 | -1 | -1 | -5 | -2 | -1

Four compounds already listed, ordered by molar mass, rising:
SMILES | SR-BI uptake up | LANA DNA inh | PKA-R2B activ | SR-BI DiI inh | Arrestin-AP2 inh | DAGLB inh | Cardiac RTF inh | PvdQ inh | Keap1 Nrf2 FP | NSD2 inh
CC(=O)c1c(N(C)C)ccnc1C(F)(F)F | 0 | -0.8 | -7 | 0 | 3 | 0 | -3 | -8 | 2 | -8
O=C(CCC(=O)c1cccs1)NC1CCCCCC1 | 2 | 0.1 | 5 | -2 | 4 | 0 | -11 | -9 | 0 | -3
Cn1c(SCC(=O)N2CCc3ccccc32)nc2cccnc21 | -1 | -0.4 | -4 | 1 | 1 | 0 | -4 | -14 | -5 | 5
CC(=O)Oc1ccc(/C=C(\NC(=O)c2ccco2)C(=O)Nc2ccc(C(C)=O)cc2)cc1 | -6 | -0.2 | -2 | 6 | -4 | 1 | 3 | -10 | -2 | -3

Further entries.
SMILES | SR-BI uptake up | LANA DNA inh | PKA-R2B activ | SR-BI DiI inh | Arrestin-AP2 inh | DAGLB inh | Cardiac RTF inh | PvdQ inh | Keap1 Nrf2 FP | NSD2 inh
CCN(CCCNC(=O)c1cn(CC)c2ccc(S(=O)(=O)N(C)C)cc2c1=O)c1cccc(C)c1 | nt | -1.6 | -14 | nt | 12 | 3 | -8 | -19 | -3 | 2
CN(C(=O)CSc1nc2ccccc2c(=O)n1C)C1CCS(=O)(=O)C1 (configuration not stated) | 11 | 0.5 | -7 | -11 | 10 | 1 | -6 | 5 | 0 | -5
S=C(NN=C1C2CC3CC(C2)CC1C3)Nc1ccccc1 | -1 | -0.2 | -5 | 1 | -2 | -2 | 3 | -4 | -1 | 6
N#C/C(=C\c1cccnc1)C(=O)Nc1cccc2ccccc12 | -32 | 1.3 | -2 | 32 | -1 | 2 | -8 | -5 | -4 | 1
Cc1ccccc1N1CCN(C(=O)c2ccccc2NC(=O)c2ccccc2C(=O)O)CC1 | 8 | -0.5 | -13 | -8 | 14 | -3 | -4 | 3 | -3 | 8
COc1ccccc1CNC(=O)CN(C)CC(=O)Nc1ccc(F)c(F)c1F | -54 | -1.0 | 3 | 54 | 0 | 1 | -4 | -8 | 2 | 6
CCc1cccc(NC(=O)[C@@H]2CCCN2C2=NS(=O)(=O)c3ccccc32)c1 | 14 | -0.4 | 0 | -14 | 2 | -1 | 0 | -12 | 5 | -2
S=C(c1ccc(-c2ccc(Cl)c(Cl)c2)o1)N1CCOCC1 | -32 | -0.3 | -9 | 32 | 12 | -3 | 0 | -12 | -2 | 2
CCN(CCn1cccn1)Cc1nc(-c2ccc(C(=O)OC)cc2)no1 | -11 | -2.0 | nt | 11 | 28 | nt | nt | -3 | 0 | -2
O=C(NCC(=O)N1CCOCC1)OCc1ccccc1 | nt | 1.6 | 8 | nt | 14 | -1 | -7 | -8 | -5 | -6
COc1ccc(OCC(=O)N(C)CC2COc3ccccc3O2)cc1 (configuration not stated) | 4 | 0.4 | 1 | -4 | 19 | -6 | -12 | -4 | 0 | -2
C=CCn1c(=O)c2ccccc2n2c(SCC(=O)Nc3sc(C(=O)N(CC)CC)c(C)c3C(=O)OCC)nnc12 | -5 | 1.3 | -2 | 5 | 5 | -1 | -29 | -10 | -9 | 2
CN(C)CCCCOc1ccccc1F | 20 | -0.2 | -7 | -20 | 11 | -1 | -18 | -10 | -2 | 3
COc1ccc(NC(=O)N(Cc2cc3cc(OC)ccc3[nH]c2=O)CC2CCCO2)cc1 (configuration not stated) | -9 | -0.5 | 5 | 9 | -6 | 4 | -5 | -3 | -5 | 2
Cc1ccc([C@@H]2CC=C(C(=O)O)[C@H](c3ccccc3)N2S(=O)(=O)c2ccc(C)cc2)cc1 | -4 | -1.7 | 1 | 4 | 15 | -2 | -9 | -8 | -3 | nt
Cn1nc(CC(=O)Nc2ccc(N3CCN(C(=O)OC(C)(C)C)CC3)cc2)c2ccccc2c1=O | 12 | 1.2 | 7 | -12 | 23 | 1 | -2 | 4 | 2 | -4
CC(=O)Nc1cccc(-c2nc3ccc(NC(C)=O)cc3[nH]2)c1 | 4 | -0.4 | 2 | -4 | 2 | -3 | -11 | -12 | -1 | 0
CC(=O)Nc1nc(C)c(C(C)C)s1 | nt | -1.2 | -1 | nt | 3 | -1 | -9 | -9 | -1 | nt
CCN(CC)c1ccc(NC(=O)C2CCC(CNc3c(N4CCCC4)c(=O)c3=O)CC2)c(C)c1 (configuration not stated) | nt | -2.3 | -4 | nt | 1 | -1 | 0 | -7 | 1 | 8
O=S(=O)(NCc1ccccc1)c1ccc(Br)s1 | -1 | 0.7 | 2 | 1 | 20 | -2 | 3 | 7 | -2 | -1
N#Cc1c2c(c(-c3ccccc3Cl)[nH]c1=S)CCCC2 | 20 | 0.4 | 3 | -20 | -19 | 2 | -11 | -13 | -6 | 33
Cc1ccc(S(=O)(=O)N[C@H](C(=O)OCC(=O)NC(=O)Nc2ccc3c(c2)OCCO3)C(C)C)cc1 | 16 | 0.5 | 6 | -16 | 7 | 0 | -7 | 10 | 0 | -1
OCCN(CC#CC(O)(c1ccccc1)c1cccc(F)c1)CCO (configuration not stated) | 31 | 0.8 | -5 | -31 | -2 | 0 | -7 | -15 | -2 | 4
CCCC(C(=O)NCCc1ccc(S(N)(=O)=O)cc1)c1ccccc1 (configuration not stated) | nt | -0.7 | -3 | nt | 34 | 0 | -9 | -8 | -1 | 14
O=C(CCC(=O)NC1CCN(Cc2ccccc2)CC1)NCc1ccco1 | 0 | 0.7 | 0 | 0 | -2 | -1 | -2 | -10 | -5 | 0
C/C(CC(=O)Nc1cccc(Cl)c1Cl)=N\NC(=O)c1ccccc1N | -3 | -1.3 | 3 | 3 | 13 | 1 | 2 | 1 | 1 | -3
CCOC(=O)c1cc2sccc2n1CC(=O)N1CCCC1 | 0 | -1.1 | -5 | 0 | -7 | 2 | -3 | 0 | 4 | -1
COc1cc(/C=N/N2CCN(c3ccc(Cl)cc3)CC2)cc(OC)c1OC(C)=O | -24 | -0.8 | 0 | 24 | -11 | -4 | 6 | -5 | 2 | -3
COc1ccc(C(=O)N(C(C)C)C(C)C)c(OC)c1 | -2 | -2.2 | -1 | 2 | 0 | 2 | -26 | -14 | -3 | -10
COc1ccc(NC(=O)Cn2c(=O)n(CC3CCCO3)c(=O)c3ccccc32)c(OC)c1 (configuration not stated) | 11 | -2.1 | 2 | -11 | -4 | 0 | -15 | 3 | 2 | -1
COC(=O)c1[nH]c2ccccc2c1NC(=O)CN1CCN(c2cccc(Cl)c2)CC1 | -18 | 0.8 | -6 | 18 | 1 | 2 | 4 | -11 | -4 | -1
CC(C)(C)C(=O)N1CCN(c2ccc([N+](=O)[O-])c(NCC3CCCO3)c2)CC1 (configuration not stated) | -58 | -0.9 | -10 | 58 | 9 | 4 | -1 | 15 | 1 | 14
Cc1nc2c(c3c1[nH]c1ccccc13)C(=O)CC(C)(C)C2 | -20 | -0.7 | 0 | 28 | 11 | 0 | 2 | -8 | 2 | -23
CCOC(=O)N1C(=O)[C@@](CC)(c2ccccc2)N1C(=O)OCC | 33 | -0.7 | -9 | -33 | 0 | 2 | -10 | -16 | -90 | nt
O=[N+]([O-])c1ccc(-c2ccc(/C=N/Nc3nc(N4CCCCC4)nc(N4CCCCC4)n3)o2)cc1 | -77 | 0.4 | nt | ? | 3 | nt | nt | -10 | 1 | 2
COc1ccccc1-c1nnc(SC/C(O)=C(\C#N)c2nc3ccccc3[nH]2)n1C1CCCCC1 | -38 | -0.4 | -3 | 38 | 6 | 6 | 10 | 23 | 1 | 5
COc1oc(C(=O)NC2CCCCC2)c(-c2ccc(Cl)cc2)c1S(=O)(=O)c1ccccc1 | 30 | -2.1 | 3 | -30 | 11 | 1 | -2 | -16 | -8 | -1

Screening results deposited in PubChem BioAssay by several laboratories.
